# TcdB GH inh: inhibitors of Clostridioides difficile toxin B glycohydrolase; 0.24% of 350,000 active; TcdB glycohydrolase enzymatic assay, plate reader; P18177; inhibition, % at 9.99 µM; in the data active means inhibition above about 10%
# Anthrax LF prot: anthrax lethal factor protease inhibition; P15917; multiplex microsphere protease cleavage assay, LF; inhibition, % at 10 µM; 0.12% of 360,000 active; AID 588501; in the data active means inhibition above about 30%; further: plate controls were buffer without enzyme for full effect and enzyme alone for no effect
# * = called active by the depositor.
SMILES | TcdB GH inh | Anthrax LF prot
CC(=O)CC1c2cc(F)ccc2C=C(c2ccsc2)N1c1ccc(C#Cc2cncn2C)cc1 (configuration not stated) | -0.2 | 2
CC(C)C[C@@H](CN1CCC[C@@H]1CN1C(=S)NC[C@@H]1Cc1ccc(O)cc1)N1C[C@H](Cc2ccc(O)cc2)N(CC2CCCCC2)C1=S | 7.2 | 3
Cc1cc2nc(C3CCCCC3)c(Cc3ccccc3)n2c(C)c1Br | -0.4 | -2
COc1cccc(CNC(=O)[C@@H]2CCCN2C(=O)[C@@H]2CCCN2C(=O)c2cccs2)c1 | 4.3 | 2
O=C1NC[C@H](CCCCN2C[C@H](Cc3ccccc3)N(CCc3ccc(O)cc3)C(=O)C2=O)N(CCc2ccccc2)C1=O | 4.2 | 0
Cc1ccc(CN2CC(N3CCC(c4ccccc4)CC3)CS2(=O)=O)cc1 (configuration not stated) | 0.8 | 1
Oc1ccc(C[C@H]2CN([C@@H](Cc3ccc(O)cc3)CN3CCC[C@@H]3CN3C(=S)NC[C@@H]3Cc3ccccc3)C(=S)N2CC2CCCCCC2)cc1 | 2.7 | 12
O=C(Nc1ccn(CCOC(=O)c2ccccc2)c(=O)n1)c1ccccc1 | 1.6 | 8
CCOC(=O)[C@]12CCC=C1N(Cc1ccc(Cl)cc1Cl)C(=O)[C@H](CC(=O)NCc1cccc(C(F)(F)F)c1)C2 | -1.0 | -1
COCCCN1C(=O)C(CC(=O)NCCN2CCOCC2)CC(C(=O)N2CCOCC2)=C1C (configuration not stated) | 0.3 | -3
CC(C)C[C@H]1CNC(=S)N1C[C@H]1CCCN1C[C@H](Cc1ccc(O)cc1)N1C[C@H](CC(C)C)N(CC2CCCCCC2)C1=S | -6.4 | -6
O=C(NCc1ccc(Br)cc1)OC1CC2CC1[C@H]1CCCCN1C2=O (some centres not stated) | 1.7 | -2
CC(=O)C1=CCC(c2ccc(C)cc2)N(S(=O)(=O)c2ccc(C)cc2)C1 (configuration not stated) | 12* | 7
O=C1c2ccccc2C(c2nnnn2Cc2ccccc2)N1Cc1ccc2c(c1)OCO2 (configuration not stated) | 2.0 | -5
CCCCn1nnnc1C(CCc1ccccc1)N1CCN(C/C=C/c2ccccc2)CC1 (configuration not stated) | 0.7 | -5
C=CCN1[C@@H](Cc2ccccc2)COc2cc(N3CCSCC3)ccc2S1(=O)=O | -0.2 | 1
Fc1cccc(Cc2c(-c3ccccc3)nc3ccc(Cl)cn23)c1 | -3.8 | 8
COc1cccc(-c2nc(Cl)nc3cc(Cl)ccc23)c1 | 1.4 | -5
CC1(C(=O)NCc2ccccc2)CCC(=O)N1CCOc1ccccc1 (configuration not stated) | 0.6 | -10
CCCCn1nnnc1C1(C)CCC(=O)N1Cc1ccc(C)cc1 (configuration not stated) | 1.9 | 2
COc1ccc(Nc2c(CCc3ccccc3)nc3nc(C)cc(C)n23)cc1 | 1.5 | 0
COC(=O)[C@]12CCCCC=C1N(Cc1cccc3ccccc13)C(=O)[C@H](CC(=O)N1CCOCC1)C2 | 1.7 | -8
CS(=O)(=O)Nc1ccc(F)cc1 | 0.5 | 6
CCOC(=O)C(CC)c1cc2n(c(=O)c1C#N)CCC21OCCO1 (configuration not stated) | -1.6 | -2
Cc1ccc2nc(C(C)(C)C)c(Cc3ccccc3C(F)(F)F)n2c1 | 2.3 | -2
Cn1nc(C(C)(C)C)cc1N1C(=O)CCC1(C)C(=O)NC1CCCCC1 (configuration not stated) | 1.4 | -1
CC1=C(C(=O)N(C(C)C)C(C)C)CC(CC(=O)NCCCN(C)C)C(=O)N1Cc1ccc(C(C)(C)C)cc1 (configuration not stated) | -0.9 | -2
Cc1cc(C)n2c(NC3CCCCC3)c(-c3ccc(F)cc3)nc2n1 | 1.3 | 0
O=C1NCN(c2ccccc2)C12CCN(C(c1ccccc1)c1nnnn1Cc1ccccc1)CC2 (configuration not stated) | 0.8 | -3
O=C(Nc1ccc([N+](=O)[O-])cc1)OC1CCS(=O)(=O)C1 (configuration not stated) | 1.2 | 1
CCOC(=O)[C@]12Cc3c(cc(OC)c(OC)c3OC)[C@H]1N(C(C)C)C(=O)c1cc(OC)ccc12 | -0.1 | -1
O=C1NC(O)CCN1C1CC(O)C(CO)O1 (configuration not stated) | 0.2 | 3
COc1ccc(-c2nc3ccc(Cl)cn3c2Cc2ccccc2)cc1OC | 2.0 | 10
COC(=O)c1ccc2nc(-c3cccc(Cl)c3)c(Cc3cccc(F)c3)n2c1 | 0.0 | 2
CCOP(=O)(OCC)C(Cc1ccc(OC)c(OC)c1)N=C(c1ccccc1)c1ccccc1 (configuration not stated) | 2.0 | 0
CCCCn1nnnc1C(c1cccs1)N1CCC2(CC1)C(=O)NCN2c1ccccc1 (configuration not stated) | 1.2 | -9
CC(C)CC1OC(C)CC2=C1C(=O)OC(C)(C)O2 (configuration not stated) | 0.3 | 1
CC(C)C1Cc2[nH]c(=S)[nH]c(=O)c2C(c2ccc(Cl)cc2)O1 (configuration not stated) | -1.1 | -2
CCOc1ccc(CCN2C(=O)C(=O)N([C@@H](CC(C)C)CN3CCC[C@H]3CN3C(=O)C(=O)NC[C@@H]3CC(C)C)C[C@@H]2Cc2ccc(O)cc2)cc1 | 2.6 | -7
O=C(NCCc1ccc(O)c(Br)c1)c1ccc(Br)o1 | 4.1 | 2
CCOC(=O)[C@]12CCC=C1N(Cc1ccc(Cl)cc1Cl)C(=O)[C@H](CC(=O)N1CCCCC1)C2 | 0.3 | 4
Cc1cc(N2CCN(C(c3ccnc4ccccc34)c3nnnn3-c3c(C)cccc3C)CC2)c2ccccc2n1 (configuration not stated) | 0.3 | -4
COc1ccc(CN2C(=O)CCC2(C)c2nnnn2-c2ccc3c(c2)OCCO3)cc1 (configuration not stated) | -0.5 | -6
COC(=O)[C@]12CCCCC=C1N(Cc1ccc(Cl)cc1Cl)C(=O)[C@H](CC(=O)NCc1ccc(OC)c(OC)c1)C2 | 0.1 | -3
CCOC(=O)[C@]12CCC=C1N(CCC1=CCCCC1)C(=O)[C@H](CC(=O)NCc1ccc(OC)c(OC)c1)C2 | -1.1 | 4
CN(C)CCN1CCN(C2CN(Cc3cn(Cc4ccc(F)cc4)nn3)S(=O)(=O)C2)CC1 (configuration not stated) | 0.3 | 2
COC(=O)c1ccc2nc(-c3ccc(Cl)cc3)c(Cc3cccc(Cl)c3)n2c1 | 0.9 | 0
Cc1cc(Br)cn2c(Cc3ccccc3)c(-c3ccc(C#N)cc3)nc12 | -7.5 | 12
COC(=O)c1ccc2nc(-c3cccc(Cl)c3)c(Cc3ccccc3)n2c1 | -0.1 | 11
CCC(=O)N1Cc2cc(C(=O)NCC(F)(F)F)nc(-c3cccc(-c4cncnc4)c3)c2[C@H]1CCO | -1.4 | -4
COc1ccc2[nH]cc(CCNC(=O)/C=C/[C@H]3O[C@@H](n4cnc5c(NC(=O)c6ccccc6)ncnc54)[C@H](O)[C@@H]3O)c2c1 | 1.4 | -5
CN1CCC(N2CCN(C3CN(C4CCCCC4)S(=O)(=O)C3)CC2)CC1 (configuration not stated) | 1.6 | 2
O=c1ccn([C@@H]2O[C@H](CNCc3c(OCc4ccccc4F)ccc4ccccc34)[C@@H](O)[C@H]2O)c(=O)[nH]1 | 0.3 | -7
OCC[C@@H]1C[C@H](O)[C@@H](O)[C@@]2(OCCCc3cc(Cl)ccc32)O1 | -3.9 | 0
c1ccc(CN2CCC3CC2c2c3cccc2N2CCOCC2)cc1 (configuration not stated) | 1.8 | 1
COc1ccc(CN2C(=O)CCC2(C)c2nnnn2-c2c(C)cccc2C)cc1 (configuration not stated) | -0.6 | -2

# Remaining list, next part.
SMILES | TcdB GH inh | Anthrax LF prot
Cc1cccc(C)c1-n1nnnc1-c1nc2ccccc2[nH]c1=O | 1.0 | 0
Cc1cccc(C)c1NC(=O)C1c2ccccc2OCC(=O)N1Cc1cccnc1 (configuration not stated) | -0.1 | 0
Cc1cc(C)c2c(CN3CCCC3)cc(=O)oc2c1 | 1.1 | 5
COC(=O)[C@@]1(Cc2ccc(OC)cc2)[C@H]2c3cc(C(=O)N4CCCC4)n(CCN4CCOCC4)c3C[C@H]2CN1C(=O)c1ccccc1 | 2.0 | -2
CCCCC[C@@H](C)N1C[C@@H](COCc2ccccc2)Oc2cc(N3CCC[C@@H]3COC)ccc2S1(=O)=O | 1.3 | -1
Cc1ccc2cc(F)ccc2n1 | 0.4 | -13
Cc1cn([C@H]2C[C@H](O)[C@@H](/C=C/C(=O)NCCC(C)C)O2)c(=O)[nH]c1=O | 0.8 | -10
COc1ccc(-n2nnnc2C(c2ccnc3ccccc23)N2CCN(C/C=C/c3ccccc3)CC2)cc1 (configuration not stated) | 0.6 | 13

# Four entries from above, with each value named:
COc1ccc(-n2nnnc2C(c2ccnc3ccccc23)N2CCN(C/C=C/c3ccccc3)CC2)cc1 (configuration not stated)
  TcdB GH inh: 0.6; Anthrax LF prot: 13
Cc1cc(C)c2c(CN3CCCC3)cc(=O)oc2c1
  TcdB GH inh: 1.1; Anthrax LF prot: 5
CCCCC[C@@H](C)N1C[C@@H](COCc2ccccc2)Oc2cc(N3CCC[C@@H]3COC)ccc2S1(=O)=O
  TcdB GH inh: 1.3; Anthrax LF prot: -1
COC(=O)[C@@]1(Cc2ccc(OC)cc2)[C@H]2c3cc(C(=O)N4CCCC4)n(CCN4CCOCC4)c3C[C@H]2CN1C(=O)c1ccccc1
  TcdB GH inh: 2.0; Anthrax LF prot: -2

# Continuation.
SMILES | TcdB GH inh | Anthrax LF prot
CCCCCCCCN1C(=O)[C@H](CC(=O)NCc2cccs2)C[C@@]2(C(=O)OC)CCCCC=C12 | 1.3 | 10
Nc1ccn(C(C=O)CC(C=O)CO)c(=O)n1 (configuration not stated) | 2.0 | -7
O=C(NCc1ccncc1)[C@@H]1CCCN1C(=O)[C@H]1CCCN1C(=O)c1cccc(Cl)c1 | -0.4 | 1
CCCCCCCCN1C(=O)[C@H](CC(=O)NCC2CCCCC2)C[C@@]2(C(=O)OC)CCCCC=C12 | 1.1 | -7
COc1ccc(-c2nc3cc(C)c(Br)c(C)n3c2Cc2cccc(F)c2)cc1OC | -0.1 | 2
CNC(=O)OCc1ncn(-c2ccccc2)c1COC(=O)NC | -0.4 | -4
COc1cc(C(=O)N2Cc3ccc(Br)cc3-n3nncc3C2)cc(OC)c1OC | 0.2 | -2
Cc1cccc(C)c1-n1nnnc1-c1nc2cc(Br)ccc2[nH]c1=O | -0.7 | -5

# Overlap with the part before: 4 compounds, followed by the next part.
SMILES | TcdB GH inh | Anthrax LF prot
COc1ccc(-c2nc3cc(C)c(Br)c(C)n3c2Cc2cccc(F)c2)cc1OC | -0.1 | 2
CNC(=O)OCc1ncn(-c2ccccc2)c1COC(=O)NC | -0.4 | -4
COc1cc(C(=O)N2Cc3ccc(Br)cc3-n3nncc3C2)cc(OC)c1OC | 0.2 | -2
Cc1cccc(C)c1-n1nnnc1-c1nc2cc(Br)ccc2[nH]c1=O | -0.7 | -5
CCOC(=O)[C@]12CCCC=C1N(Cc1ccco1)C(=O)[C@H](CC(=O)NCCCOC)C2 | -0.3 | -3
Cc1cnc(C(=O)N(c2ccccc2)C(c2ccccc2)c2nc3ccccc3[nH]2)cn1 (configuration not stated) | 0.1 | -4
CCC(c1nnnn1-c1ccc2c(c1)OCCO2)N1CCN(c2ccc(C(F)(F)F)cc2[N+](=O)[O-])CC1 (configuration not stated) | 1.6 | -1
O=C1Nc2ccccc2N=C(c2ccc3c(c2)OCO3)C1N(C(=O)c1ccnc2ccccc12)c1ccccc1 (configuration not stated) | 0.2 | 3
CCOC(=O)[C@]12CCC=C1N(CCC1=CCCCC1)C(=O)[C@H](CC(=O)NCCCOC)C2 | -0.6 | -3
CC1=C(C(=O)N(C(C)C)C(C)C)CC(CC(=O)NC2CC2)C(=O)N1CCC1=CCCCC1 (configuration not stated) | 0.6 | -1
O=S1(=O)CC(N2CCCCC2)CN1Cc1cn(Cc2ccc(F)cc2)nn1 (configuration not stated) | 0.6 | -3
CC(C)(C)C(=O)c1c(N)[nH]c(C(=O)c2ccccc2)c1-c1ccc(F)cc1 | 2.0 | 3
CN1OC[C@@H]2CN(S(=O)(=O)c3cccc(C(F)(F)F)c3)[C@H](c3ccc(N4CCCCC4)cc3)C[C@@H]21 | 0.3 | -6
O=C(c1ccco1)N1CCN(C2CN(Cc3ccccc3)S(=O)(=O)C2)CC1 (configuration not stated) | -0.1 | -1
CCOC(=O)C1=CCC(c2ccccc2Cl)N(S(=O)(=O)c2ccc(C)cc2)C1 (configuration not stated) | 0.9 | 1
O=C(CCc1ccccc1)N1Cc2cc(-c3ccccc3)ccc2-n2nncc2C1 | 0.6 | 3

# High-throughput results as filed in PubChem.

# These rows are one share of the data; count on the stated rates, not on these rows.
